Screening results (PubChem)
Pol beta inh = inhibitors of human DNA polymerase beta | actives 1.3% (n = 340,000) | Potency, µM (titrated, usually from 114 µM), inactives show at the highest dose activity change, negative = inhibition, most hits filed as inhibitors | AID 485314 | P06746 | Pol beta primer extension/strand displacement, fluorescence kinetic; further: potency means the concentration at half of the fitted maximal effect; on the % scale 0 is the no-effect control and ±100 the full control effect
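Kinetic readout of DNA synthesis with strand displacement by Pol beta. Compound and 10 nM enzyme sit 15 min at room temperature; 50 nM substrate starts the reaction, read immediately and at 10 min.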
Pol iota inh = DNA polymerase iota (human) inhibition. Q9UNA4. Pol iota fluorescent replication assay, 10 min. Potency, µM (series often up to 115 µM), without a hit: at the top dose activity, negative = inhibition, usual class: inhibitors. actives 1% (n = 390,000); further: potency means the concentration at half of the fitted maximal effect
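Pol iota at 10 nM preincubated 15 min with compounds at room temperature; reaction started with fluorescent substrate, 50 nM final. Fluorescence read kinetically at 0 and 10 min; buffer-only wells as negative control.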
BLM inh = inhibitors of human Bloom syndrome helicase BLM | P54132 | Potency, µM (top dose mostly 56.1 µM), for the others: at the top dose activity change, negative = inhibition, actives largely listed as inhibitors | recombinant BLM DNA unwinding, fluorescence dequenching | actives 0.2% (n = 350,000);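 further: potency means the concentration at half of the fitted maximal effect; plate controls were vehicle for no effect and no enzyme for full effect; nearly all actives have a fitted effect of over 35% in size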
Apoferritin bind = candidate novel general anesthetic via apoferritin binding | actives 0.074% (n = 350,000) | apoferritin/1-aminoanthracene competitive binding, fluorescence | Potency, µM (top dose mostly 77.5 µM), without a hit: at the highest dose activity change, negative = displacement, usual class: inhibitors | P02791; further: potency means the concentration at half of the fitted maximal effect; on the % scale 0 is the no-effect control and ±100 the full control effect; nearly all actives have a fitted effect of over 20% in size
Target sequence (P02791 2-175 limits assumed): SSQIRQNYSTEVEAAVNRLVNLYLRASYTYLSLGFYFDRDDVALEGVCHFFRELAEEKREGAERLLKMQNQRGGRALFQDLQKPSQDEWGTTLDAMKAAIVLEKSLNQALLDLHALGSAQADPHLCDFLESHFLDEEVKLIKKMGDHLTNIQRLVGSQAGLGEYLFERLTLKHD
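Steps: apoferritin (10 uM) was premixed with half-saturated 1-AMA in PBS, compounds were pin-transferred, plates stood 10 min at room temperature, fluorescence was read at 380/535 nm, and curves were fitted with a Hill equation.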
POLK inh = DNA polymerase kappa (human) inhibition | Q9UBT6 | purified Pol kappa, fluorescent DNA synthesis assay, 10 min | Potency, µM (titrated, usually from 107 µM), for inactives: at the highest dose activity, negative = inhibition, hits mostly inhibitors | actives 0.53% (n = 400,000); further: potency means the concentration at half of the fitted maximal effect; on the % scale 0 is the no-effect control and ±100 the full control effect
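10 nM Pol kappa preincubated 15 min at room temperature with compounds, then reaction started with substrate at 50 nM final. Fluorescence read kinetically at 0 and 10 min; buffer-only wells served as negative control.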
Pol eta inh = blocks human DNA polymerase eta activity; Potency, µM (highest dose often 114 µM), without a hit: at the top dose activity change, negative = inhibition, hits mostly inhibitors; actives 1.2% (n = 390,000); recombinant Pol eta, fluorescent DNA replication assay; further: potency means the concentration at half of the fitted maximal effect; on the % scale 0 is the no-effect control and ±100 the full control effect
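Fluorescent replication assay: 50 nM final substrate added after a 15 min room-temperature compound preincubation with 10 nM enzyme. Signal taken at 0 min and again at 10 min.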
RXFP1 antag = RXFP1 (human) relaxin receptor antagonism | AID 1259400 | actives 0.59% (n = 350,000) | HEK293-RXFP1, relaxin-stimulated cAMP HTRF, 30 min; hits give low values | Q9HBX9 | activity change, negative = inhibition, % at 57.5 µM;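 active means activity change of -60% or lower, but not beyond a set lower limit; inconclusive means change between -60% and -40%, or beyond the set limit; inactive means change above -40%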; further: on the % scale 0 is the no-effect control and ±100 the full control effect
APEX1 inh = APE1 (human) endonuclease inhibition. recombinant APE1, TAMRA/BHQ-2 abasic DNA cleavage fluorescence. Potency, µM (top dose mostly 65.8 µM), without a hit: at the highest dose activity change, negative = inhibition, most hits filed as inhibitors. actives 0.35% (n = 350,000);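 further: potency means the concentration at half of the fitted maximal effect; plate controls were vehicle for no effect and reference inhibitor for full effect; nearly all actives have a fitted effect of over 55% in size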
Target sequence (P27695 whole entry, looked up): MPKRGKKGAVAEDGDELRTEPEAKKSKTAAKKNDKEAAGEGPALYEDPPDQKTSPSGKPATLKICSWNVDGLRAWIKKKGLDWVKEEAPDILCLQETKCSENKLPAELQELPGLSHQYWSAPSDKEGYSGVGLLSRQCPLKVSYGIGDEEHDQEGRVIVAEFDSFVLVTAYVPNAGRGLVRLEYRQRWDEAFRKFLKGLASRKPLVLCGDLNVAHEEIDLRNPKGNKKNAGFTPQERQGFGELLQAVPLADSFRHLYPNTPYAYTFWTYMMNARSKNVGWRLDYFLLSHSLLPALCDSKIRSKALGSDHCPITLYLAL
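APE1 at 0.75 nM preincubated 15 min at room temperature with compound. Reaction then started with 50 nM double-stranded THF-abasic substrate labelled with TAMRA/BHQ-2, and 525/598 nm fluorescence read kinetically. Activity taken as third-minus-first read difference, normalized to DMSO and NSC13755 controls.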
PGK inhibitor = inhibitors of T. brucei phosphoglycerate kinase. P07378. PGK/GAPDH coupled, Kinase-Glo luminescence, 60 min. Potency, µM (doses to about 57.5 µM), inactives show top-dose activity change, negative = inhibition, hits mostly inhibitors. actives 0.043% (n = 380,000). AID 602233; further: potency means the concentration at half of the fitted maximal effect; on the % scale 0 is the no-effect control and ±100 the full control effect; nearly all actives have a fitted effect of over 60% in size
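Recombinant glycosomal PGK reaction used 1,3-bisphosphoglycerate generated in-well by GAPDH (100nM final) in 100mM TEA pH 7.6, 5mM MgCl2, 0.01% Tween-20. After 60 minutes at room temperature, ATP was read by Kinase-Glo Plus luminescence end-point.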
The depositor's hits bear a star; i = inactive; ? = inconclusive; nt = no result given; & = joins results of further samples; [ ] = another dose, or the depositor's remark. Unless noted, the call rests on the fitted dose curve; in most records, active means well fitted curve in the direction sought with a large enough effect; inconclusive means small, poorly fitted or top-dose-only effect, or another doubt; inactive means no such curve, though single readings can be large; an effect the other way counts as inactive or inconclusive.

structure	Pol beta inh	Pol iota inh	BLM inh	Apoferritin bind	POLK inh	Pol eta inh	RXFP1 antag	APEX1 inh	PGK inhibitor
COc1ccc(CNc2nc3ccccc3c3nc(-c4ccccc4)nn23)cc1	19%	12%	-8%	42%[activator]	-4%	-5%	nt	nt	6%
COc1ccc(NC(=O)c2cc3c(=O)n(C)c4ccccc4c3n2C)cc1Cl	-19%	31%[activator]	-3%	-7%	-3%	-21%	-12	0%	2%
CC1(C)Cc2c(cnn2-c2cccc(F)c2)C(NC(=O)CSc2ccccn2)C1 (stereo not drawn)	-2%	12%	-3%	57%[activator]	7%	-9%	-12	45%	-5%
CCn1ncc(C2=NOC(C(=O)NCC(C)C)C2)c1C (stereo not drawn)	3%	14%	-1%	-15%	-2%	-10%	2	9%	-8%
COc1ccc(CN(CC(=O)NCc2ccccc2)C(=O)CCC(=O)Nc2nccs2)cc1	5%	13%	3%	-1%	4%	-16%	-1	29%	i
COc1ccc2cc(C(=O)N3CCN(c4ccccc4OC)CC3)[nH]c2c1	3%	44%[activator]	-10%	-8%	-20%	-7%	-13	7%	6%
CC(=O)Nc1sc(N/N=C\c2ccc(O)cc2)nc1-c1cccs1	-2%	5%	-7%	5%	-6%	1%	-2	7%	-6%
CC(C)(C)SCCNC(=O)CN1C(=O)c2ccccc2S1(=O)=O	0%	-4%	2%	-6%	-15%	-13%	nt	-3%	3%
Cc1ccc(NC(=O)CSc2ccc3c(c2)OCCO3)nc1	nt	50%[activator]	nt	nt	0%	-4%	3	4%	-2%
COc1cccc(NC(=O)c2cnc(SCC(=O)N3CCOCC3)n(C)c2=O)c1	13%	-2%	-3%	-8%	-5%[60.1 µM]	6%	-11	nt	-9%
COC(=O)CSc1nnc(COc2ccc([N+](=O)[O-])cc2)n1C	-1%	48%[activator]	-2%	-6%	-2%	-18%	1	-1%	-9%
COc1ccc(C2C(C#N)=C(N)Oc3cc(C)n(Cc4ccco4)c(=O)c32)cc1 (stereo not drawn)	?	14µM*	12%	6%	32µM*	-11%	-7	1%	-6%
O=C(CN(C(=O)CNS(=O)(=O)c1ccc(F)cc1)c1ccccc1)NCc1ccco1	11%	-11%	-5%	-8%	13%	-2%	3	66%[activator]	4%
CCCN(CCC)c1nc(C)cc(C(C#N)c2nc3ccccc3o2)n1 (stereo not drawn)	1%	nt	-1%	11%	nt	nt	nt	-1%	nt
COc1ccccc1N1CCN(/N=C/c2cccc(O)c2)CC1	0%	31%[activator]	-4%	3%	-2%	-21%	-4	-2%	-10%
Cc1cc(NS(=O)(=O)c2ccc(NC(=O)COc3cc(C)c(Cl)c(C)c3)cc2)no1	nt	35%[activator]	nt	nt	4%	-20%	5	10%	-10%
CCNC(=S)N/N=C/c1cc(Br)cc(Br)c1OC	-7%	2%	-2%	-13%	-13%	-14%	-5	2%	-2%
NC1(C(=O)O)CC(C(=O)O)C1 (stereo not drawn)	nt	nt	-13%&2%	-5%	5%&7%&-7%[19.4 µM]	nt	nt	-12%&-1%&3%&22%	nt
O=C(Nc1ccc([N+](=O)[O-])cc1O)Nc1ccccc1Br	nt	nt	-11%	-19%	9%[60.1 µM]	nt	nt	-10%	nt
O=C(c1ccccc1)N1N=C(c2ccc(F)cc2)CC1(O)C(F)(F)F (stereo not drawn)	23%	?	-7%	-11%	-6%	-18%	?	9%	nt
CCN(CC)S(=O)(=O)c1ccc(N2CCCC2)c(NC(=O)c2nn(C)c(=O)c3ccccc23)c1	nt	8%	nt	nt	-4%	-19%	9	12%	i
CC(C)N(Cc1nc(-c2ccccc2)no1)C(=O)C1CCCCC1	-10%	-12%	-3%	-22%	-8%	-7%	-36	-1%	-8%
COc1ccc(OC)c(CNS(=O)(=O)c2ccc3c(c2)CCCN3C(C)=O)c1	35%[activator]	11%	-12%	2%	-2%[60.1 µM]	-16%	1	nt	14%
CCOCCCNC(=O)CN1C(=O)CSc2ccccc21	14%	-15%	0%	6%	3%	-7%	nt	21%	i
O=C(O)c1cccc(COc2ccc3c(c2)CCC3)c1	22µM*	?	1%	-4%	?	40µM*	-3	?	-2%
Cc1cccc(N2CCN(Cc3cn(C)nc3-c3ccccc3F)CC2)n1	83%	59%[activator]	-2%	-9%	-2%	-25%	-7	-2%	2%
COc1cc2c(cc1NC(=O)CSc1nc3ccccc3[nH]1)oc1ccccc12	5%	45µM*	-9%	-14%	?	50µM*	-2	?	-6%
Cc1nc2ccc(NC(=O)c3ccc4ccccc4n3)cc2s1	3%	76%[activator]	-9%	-3%	-5%	5%	-2	5%	7%
N#CCCn1nnc2ccccc21	28%	-1%	-6%	-11%	3%	-3%	1	3%	-5%
Cc1ccc(OCC(=O)NNC(=O)c2cc(C)[nH]n2)cc1	0%	10%	1%	5%	-4%	-8%	22	1%	3%
CC(=O)c1c(C)[nH]c(C(=O)OCc2ccc([N+](=O)[O-])cc2)c1C	1%	29%	1%	-8%	-9%	11%	-36	45%	3%
CC(C)CC(=O)NC(=S)Nc1cccc(NC(=O)c2ccccc2)c1	-2%	1%	-3%	-3%	9%	-16%	4	?	-1%
O=C(N/C(=C/c1cccc(Br)c1)c1nc(=S)[nH][nH]1)c1ccccc1	-10%	157%[activator]	-10%	-18%	-4%	-27%	?	-1%	12%
CCC(C)[C@H]1COCCS(=O)(=O)N1Cc1ccc(Cl)cc1Cl (stereo partly drawn)	15%	6%&5%	-6%	0%	-12%&-13%	-13%	nt	-8%	-1%
O=C(CCCn1cncn1)N1CCCC(Nc2ccc(F)cc2)C1 (stereo not drawn)	30%	-8%	-1%	-10%	-3%	-14%	-2	17%	-3%
O=C(Oc1ccc(Br)cc1)C1CCN(C2=NS(=O)(=O)c3ccccc32)CC1	nt	18%	nt	nt	-14%	-21%	-9	9%	-10%
COc1ccc(N2CCN(C(CNC(=O)COc3ccccc3)c3ccco3)CC2)cc1 (stereo not drawn)	nt	29%	nt	nt	-17%	-24%	-14	11%	0%
O=C(c1ccco1)N1CCN(S(=O)(=O)Cc2ccc(Cl)cc2)CC1	57%	-17%	-4%	0%	-4%	-4%	23	14%	nt
CCOC(=O)c1[nH]c2ccccc2c1NC(=O)CCN1CC(C)OC(C)C1 (stereo not drawn)	17%	20%	-2%	-7%	-4%	1%	3	0%	3%
COc1ccc(CCNC(=O)c2ccc(OCc3c(C)noc3C)c(OC)c2)cc1	nt	88%[activator]	nt	nt	-19%	-14%	-9	15%	-2%
COc1cc2c(cc1OC)CN(C(=S)Nc1ccc(C)cc1C)CC2	-24%	8%	0%	-2%	-5%	-19%	17	-7%	-5%
O=C(/C=C/c1cccc(Br)c1)NC1CCN(Cc2ccccc2)CC1	34%	-18%	-8%	-12%	0%	5%	10	-13%	-5%
O=C(COC(=O)CCC(=O)c1cccs1)Nc1ccccc1C(F)(F)F	nt	-11%	nt	nt	-5%	2%	5	52%	-7%
COc1ccc(NC(=S)N2CCN(c3ccccc3)CC2)c(OC)c1	?	3%	4%	-8%	8%	-16%	6	-6%	-8%

Not all compounds are listed; count on the stated rates, not on these rows.
